Bioassay records deposited in PubChem BioAssay by several laboratories.
KCNK3 block: human KCNK3 channel inhibition, primary screen; O14649; CHO-KCNK3 thallium flux, FluxOR fluorescence; hits give low values; B-score at 10 µM; actives 0.84% (n = 340,000); AID 602410;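 active means B-score under library mean minus 4 SD, starting fluorescence ratio at most library mean plus 5 SD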;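 further: more negative B-score means stronger inhibition of thallium flux through KCNK3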
Target sequence (O14649 whole entry, looked up): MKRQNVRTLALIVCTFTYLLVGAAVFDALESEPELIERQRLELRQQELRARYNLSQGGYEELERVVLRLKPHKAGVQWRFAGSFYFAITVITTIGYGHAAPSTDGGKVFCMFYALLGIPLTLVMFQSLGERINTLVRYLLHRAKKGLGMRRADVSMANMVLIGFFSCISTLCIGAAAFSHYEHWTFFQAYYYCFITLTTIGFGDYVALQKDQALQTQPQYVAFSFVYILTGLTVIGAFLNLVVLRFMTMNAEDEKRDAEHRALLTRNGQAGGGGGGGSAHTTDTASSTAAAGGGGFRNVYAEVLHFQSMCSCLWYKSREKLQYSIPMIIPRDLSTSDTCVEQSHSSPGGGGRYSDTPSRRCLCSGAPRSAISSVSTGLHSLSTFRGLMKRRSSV
DYRK1A inh: blocks rat Dyrk1A kinase activity; ADP-Glo luminescence, NFATc1 peptide; inhibition, % at 12.5 µM; Q63470; actives 0.43% (n = 310,000); AID 504441; in the data active means inhibition above about 50%;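 further: plate controls were vehicle with enzyme for no effect and no enzyme for full effect; many of its hits are not listed in these tables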
Active calls of the source: *. A portion of the library; rates above refer to the full screens.

For CCN1C[C@@H]2[C@@H]3C(=O)N(Cc4ccccc4)C(=O)[C@@H]3[C@](C)(C(=O)OC)N2C1=NC the results were KCNK3 block inactive and DYRK1A inh -3.
COc1ccc(CNC(=O)CN2C(=O)c3ccccc3S2(=O)=O)cc1 was read as KCNK3 block inactive and DYRK1A inh 3.
Screening CCN(CC)C(=O)[C@H]1C[C@H](CC(=O)NCCN2CCOCC2)C(=O)N2CCc3c([nH]c4cc(CCC(=O)N(C)C)ccc34)[C@]12C returned KCNK3 block inactive and DYRK1A inh 0.
`O=C(Cc1ccc2c(c1)OCCO2)Nc1ccc(Cl)c(S(=O)(=O)N2CCOCC2)c1` gave KCNK3 block inactive and DYRK1A inh 1.
`Cn1cnc([N+](=O)[O-])c1S(=O)(=O)Oc1ccc(Cl)cc1` gave KCNK3 block inactive and DYRK1A inh -1.
Screening CCOc1ccc(OCCC(=O)OCC(=O)N(CC)c2c(N)n(Cc3ccccc3)c(=O)[nH]c2=O)cc1 returned KCNK3 block inactive and DYRK1A inh 7.
Screening O=C(O)c1cc(=S)nc[nH]1 returned KCNK3 block inactive and DYRK1A inh -2.
O=c1oc(-c2ccc(O)c(O)c2)cc2cccc(O)c12 was read as KCNK3 block inactive and DYRK1A inh 44.
For Cc1ccc2c(COC(=O)CNC(=O)c3ccco3)cc(=O)oc2c1C the results were KCNK3 block inactive and DYRK1A inh -5.
`O=Cc1ccc(OCC(=O)N2CCc3ccccc32)c(Br)c1` gave KCNK3 block inactive and DYRK1A inh -1.
For COc1ccc(S(=O)(=O)N2CCN(C(=O)/C=C/c3ccco3)CC2)cc1 the results were KCNK3 block inactive and DYRK1A inh 8.
Screening COc1ccc(NS(=O)(=O)c2ccc(C)c(NC(=O)CNC(=O)c3ccco3)c2)cc1 returned KCNK3 block inactive and DYRK1A inh -8.

4 compounds drawn at random from those above:
O=c1oc(-c2ccc(O)c(O)c2)cc2cccc(O)c12 was read as KCNK3 block inactive and DYRK1A inh 44.
COc1ccc(CNC(=O)CN2C(=O)c3ccccc3S2(=O)=O)cc1 was read as KCNK3 block inactive and DYRK1A inh 3.
For Cc1ccc2c(COC(=O)CNC(=O)c3ccco3)cc(=O)oc2c1C the results were KCNK3 block inactive and DYRK1A inh -5.
Screening CCN(CC)C(=O)[C@H]1C[C@H](CC(=O)NCCN2CCOCC2)C(=O)N2CCc3c([nH]c4cc(CCC(=O)N(C)C)ccc34)[C@]12C returned KCNK3 block inactive and DYRK1A inh 0.

New compounds follow.
`O=C(Cc1ccc(F)cc1)N[C@@H]1c2ccccc2CC[C@H]1OCc1ccccc1` gave KCNK3 block inactive and DYRK1A inh -1.
For OC(CN1CCCCC1)c1ccc2c3c(cccc13)CC2 (configuration not stated) the results were KCNK3 block inactive and DYRK1A inh 7.
For NCCCNCCCCNCCCN the results were KCNK3 block inactive and DYRK1A inh 14.
Screening O=C(CN1C(=O)NC2(CCCC2)C1=O)N1CCN(c2ccc(C(F)(F)F)cc2[N+](=O)[O-])CC1 returned KCNK3 block inactive and DYRK1A inh 12.
O=C(CCCn1c(=O)oc2ccccc21)Nc1ccccc1 was read as KCNK3 block inactive and DYRK1A inh 12.
Screening Cc1ccc2c(c1)C1CN(C)CCC1N2S(=O)(=O)c1ccc(C#N)cc1 (configuration not stated) returned KCNK3 block inactive and DYRK1A inh -1.
O=C(CCNS(=O)(=O)c1ccccc1)NNC(=O)COc1ccc(Cl)cc1 was read as KCNK3 block inactive and DYRK1A inh -2.
For CC1CCN(S(=O)(=O)c2ccc(NC(=O)C3CCCCC3C(=O)O)cc2)CC1 (configuration not stated) the results were KCNK3 block inactive and DYRK1A inh 5.
Screening O=S(=O)(O)c1ccc(O)c2cc(Nc3ccccc3)ccc12 returned KCNK3 block inactive and DYRK1A inh 13.
`CC(C)CNC(=O)/C=C/C=C/c1ccc2c(c1)OCO2` gave KCNK3 block inactive and DYRK1A inh 22.
For CC(SC(C)C(=O)NN=Cc1ccc(F)cc1)C(=O)NN=Cc1ccc(F)cc1 (configuration not stated) the results were KCNK3 block inactive and DYRK1A inh -2.
Screening O=C(Nc1ccc(C(=O)N2CCCCC2)cc1)C1CCC1 returned KCNK3 block inactive and DYRK1A inh 2.
`Cc1nc2nc(C)n(CCN3CCOCC3)c(=O)c2c(-c2cccc([N+](=O)[O-])c2)c1C(=O)CCCCCCCCCCN1CCC(c2ccccc2)(c2ccccc2)CC1` gave KCNK3 block inactive and DYRK1A inh 4.
`Clc1ccccc1C=NNc1ccccn1` gave KCNK3 block inactive and DYRK1A inh 3.
`O=C(O)c1ccccc1NS(=O)(=O)c1ccc(N/N=C/c2ccc(O)c(O)c2)c([N+](=O)[O-])c1` gave KCNK3 block inactive and DYRK1A inh 7.
O=C1C(Br)=C(c2ccccc2)C(c2ccccc2)=C1c1ccccc1 was read as KCNK3 block inactive and DYRK1A inh 9.
`CC(=O)NC1CCC(=O)C=C1c1ccccc1` (configuration not stated) gave KCNK3 block inactive and DYRK1A inh -6.
Screening CC(=O)Oc1ccc2cc(-c3cccnc3)c(=O)oc2c1 returned KCNK3 block inactive and DYRK1A inh 33.
`CCc1ccc([C@H]2C(C(=O)O)=C[C@@H](CC)N2S(=O)(=O)c2ccc(C)cc2)cc1` gave KCNK3 block inactive and DYRK1A inh -6.
For O=C1[C@H](Cc2ccccc2)NCC=CC[C@@H](c2ccc(Cl)cc2)N1Cc1ccccc1 the results were KCNK3 block inactive and DYRK1A inh 9.
`CC(=O)O[C@@H](C[C@@H](C)C1=C2C[C@H](O)C3[C@@]4(C)CCC(=O)C(C)(C)C4CC[C@]3(C)[C@@]2(C)CC1)[C@H]1OC1(C)C` (some centres not stated) gave KCNK3 block inactive and DYRK1A inh -5.
For O=C1C=CC2C3C(=O)N(c4ccccc4)C(=O)C3C1N2Cc1ccccc1 (configuration not stated) the results were KCNK3 block inactive and DYRK1A inh -1.
For COc1ccc2[nH]c3c(c2c1)CCN1C(=O)C(CC(=O)NCc2ccc(OC)c(OC)c2)C[C@H](C(=O)N2CCOCC2)[C@@]31CCC1CCCC1 (some centres not stated) the results were KCNK3 block inactive and DYRK1A inh 3.
For CCC(=O)Nc1ccc2c(c1)Cc1cc([N+](=O)[O-])ccc1-2 the results were KCNK3 block inactive and DYRK1A inh 0.
For O=S1(=O)c2ccc(Br)cc2N2CCC[C@@H]2CN1C1CC1 the results were KCNK3 block inactive and DYRK1A inh -3.
`COc1ccc(NS(=O)(=O)c2cc(NC(=O)C(CC(C)C)NC(N)=O)ccc2N2CCOCC2)cc1` (configuration not stated) gave KCNK3 block inactive and DYRK1A inh 5.
Screening COc1ccccc1NS(=O)(=O)c1cc(NC(=O)c2ccc(NC(C)=O)cc2)ccc1N1CCOCC1 returned KCNK3 block inactive and DYRK1A inh -1.
For CC1CCCCC1NC(=O)NC(=O)COC(=O)C1=NN(c2ccccc2)C(=O)CC1 (configuration not stated) the results were KCNK3 block inactive and DYRK1A inh -3.
Cc1cc2ncn(S(=O)(=O)c3ccc(S(N)(=O)=O)cc3)c2cc1C was read as KCNK3 block inactive and DYRK1A inh 4.
For Cc1cccc(C)c1NC(=O)COC(=O)CN1C(=O)C2CCCCC2C1=O (configuration not stated) the results were KCNK3 block inactive and DYRK1A inh -2.
For Nc1cc2c(cc1Br)[nH]c(=O)c1ccccc12 the results were KCNK3 block inactive and DYRK1A inh 20.
COc1ccc2nc(-c3ccccc3)nc(SC)c2c1 was read as KCNK3 block inactive and DYRK1A inh -1.
O=Cc1ccc(-c2cccs2)s1 was read as KCNK3 block inactive and DYRK1A inh -1.
For Cc1ccc(S(=O)(=O)N2CCC(C(=O)Nc3ccc(N4CCOCC4)cc3)CC2)cc1C the results were KCNK3 block inactive and DYRK1A inh -5.
Screening CNc1ccc(Br)cc(C(=O)/C=C/c2cccc(Cl)c2Cl)c1=O returned KCNK3 block inactive and DYRK1A inh -6.
CN(C)c1nc(N(C)C)c2cnn(C)c2n1 was read as KCNK3 block inactive and DYRK1A inh 1.
For O=C(CN1CCN(S(=O)(=O)c2cccc(F)c2)CC1)NCC1(N2CCOCC2)CCCCC1 the results were KCNK3 block inactive and DYRK1A inh -2.
CC1(C)CC=CC(COC(=O)c2ccccc2C(=O)O)C1 (configuration not stated) was read as KCNK3 block inactive and DYRK1A inh -2.
Screening CC(=O)Nc1c(Br)cc2c(c1Br)Cc1cc(Br)ccc1-2 returned KCNK3 block inactive and DYRK1A inh -2.
For CCN1C[C@@H]2[C@@H]3C(=O)N(C)C(=O)[C@@H]3[C@](Cc3ccccc3)(C1=O)N2C(=O)c1ccccc1 the results were KCNK3 block inactive and DYRK1A inh 1.
`CCC1c2ccccc2C(=O)C1C(N)=O` (configuration not stated) gave KCNK3 block inactive and DYRK1A inh -3.
`COc1ccccc1C=NN=C(N)C(N)=NN=Cc1ccccc1OC` gave KCNK3 block inactive and DYRK1A inh 3.
Screening O=C(CCNC(=O)c1ccc(Br)cc1)Nc1nc2ccccc2[nH]1 returned KCNK3 block inactive and DYRK1A inh 3.
For COc1ccc(-c2nc(NC(=O)c3c(C)noc3C)sc2C)cc1 the results were KCNK3 block inactive and DYRK1A inh -8.
COc1ccccc1CNCCS(=O)(=O)NN1CCOCC1 was read as KCNK3 block inactive and DYRK1A inh -3.
`CCN(CC)S(=O)(=O)c1ccc(C(=O)Nc2cc(S(=O)(=O)N3CCOCC3)ccc2N2CCN(C)CC2)cc1` gave KCNK3 block inactive and DYRK1A inh 13.
Screening Clc1ccccc1NCSC1=NCCS1 returned KCNK3 block inactive and DYRK1A inh 2.
For COc1ccc(CCN2CC(C(=O)OCC(=O)N(C)CC(=O)Nc3ccccc3Cl)CC2=O)cc1OC (configuration not stated) the results were KCNK3 block inactive and DYRK1A inh -1.
Screening O=S(=O)(Nc1ccccc1-c1ccccc1)c1ccccc1 returned KCNK3 block inactive and DYRK1A inh -5.
COc1ccccc1C(=O)NC(=O)COC(=O)c1ccc(Br)o1 was read as KCNK3 block inactive and DYRK1A inh -2.
CC1=CC(=O)C(C(C)=Nc2cccc(Cl)c2)C(=O)O1 (configuration not stated) was read as KCNK3 block inactive and DYRK1A inh -5.
Screening CCOC(=O)c1ccc(NC(=O)CCN2C(=O)C3CC=CCC3C2=O)cc1 (configuration not stated) returned KCNK3 block inactive and DYRK1A inh -1.
`COC(=O)c1cc(CNC(=O)c2ccc(S(=O)(=O)N(C)c3ccccc3)cc2)ccc1OC` gave KCNK3 block inactive and DYRK1A inh 7.
`Cc1nc(N2CCN(Cc3ccc4c(c3)OCO4)CC2)c2oc3ccccc3c2n1` gave KCNK3 block inactive and DYRK1A inh -5.
For COc1ccccc1C(=O)Cc1ccccc1 the results were KCNK3 block inactive and DYRK1A inh -6.
Screening NC(=O)NC1(C(=O)O)CCCC1 returned KCNK3 block inactive and DYRK1A inh 4.
`O=C(Nc1cccc(S(=O)(=O)N2CCOCC2)c1)C1COc2ccccc2O1` (configuration not stated) gave KCNK3 block inactive and DYRK1A inh 15.
CCC(C)c1c(N)n(S(=O)(=O)c2ccc(C)cc2)oc1=O (configuration not stated) was read as KCNK3 block inactive and DYRK1A inh -7.
Screening COc1cccc(C(=O)OCC(=O)c2ccc(S(=O)(=O)N3CCCCC3)cc2)c1OC returned KCNK3 block inactive and DYRK1A inh -3.
CCN(CC(=O)Nc1ccc(NC(C)=O)cc1)C(=O)c1ccc(COc2ccc(C(C)(C)C)cc2)cc1 was read as KCNK3 block inactive and DYRK1A inh -1.
`CN(Cc1ccc(F)cc1)C(=O)c1cc(S(=O)(=O)N2CCCCC2)ccc1N1CCOCC1` gave KCNK3 block inactive and DYRK1A inh -3.
`NC(CSC(c1ccccc1)(c1ccccc1)c1ccccc1)C(=O)O` (configuration not stated) gave KCNK3 block inactive and DYRK1A inh -1.
`COc1cccc(/C=C/C(=C2\C(=O)N(c3ccccc3)N=C2C)c2ccc(Br)cc2)c1OC` gave KCNK3 block inactive and DYRK1A inh -6.
`O=C(NC1CCCCC1)c1cc2c(cc1Cl)N1CCCCCC1=NS2(=O)=O` gave KCNK3 block inactive and DYRK1A inh 5.
`Cc1cccc(NC(=O)c2ccc(C)c(S(=O)(=O)N3CCOCC3)c2)n1` gave KCNK3 block inactive and DYRK1A inh 1.
Screening O=C(CSc1ccc(Cl)cc1)NC(=O)NC1CCCC1 returned KCNK3 block inactive and DYRK1A inh 15.
Cc1nc(C)c(C(=O)OC(C)C(=O)Nc2ccc(F)cc2)s1 (configuration not stated) was read as KCNK3 block inactive and DYRK1A inh 7.

Ordered by molecular weight (high to low): some entries from above.
For O=C1[C@H](Cc2ccccc2)NCC=CC[C@@H](c2ccc(Cl)cc2)N1Cc1ccccc1 the results were KCNK3 block inactive and DYRK1A inh 9.
`O=C(Nc1cccc(S(=O)(=O)N2CCOCC2)c1)C1COc2ccccc2O1` (configuration not stated) gave KCNK3 block inactive and DYRK1A inh 15.
O=C(CCCn1c(=O)oc2ccccc21)Nc1ccccc1 was read as KCNK3 block inactive and DYRK1A inh 12.
